ALOX12 inh = blocks human arachidonate 12S-lipoxygenase; AID 1671190; purified 12hLO, xylenol orange hydroperoxide absorbance; Potency, µM (top dose mostly 108 µM), without a hit: at the top dose activity change, negative = inhibition, actives largely listed as inhibitors; 1.1% of 580,000 active; P18054; active = well fitted inhibition curve with a large enough effect; inconclusive = small, poorly fitted or top-dose-only effect, or another doubt; inactive = no such curve, though single readings can be large or run the other way
Target sequence (P18054 whole entry, looked up): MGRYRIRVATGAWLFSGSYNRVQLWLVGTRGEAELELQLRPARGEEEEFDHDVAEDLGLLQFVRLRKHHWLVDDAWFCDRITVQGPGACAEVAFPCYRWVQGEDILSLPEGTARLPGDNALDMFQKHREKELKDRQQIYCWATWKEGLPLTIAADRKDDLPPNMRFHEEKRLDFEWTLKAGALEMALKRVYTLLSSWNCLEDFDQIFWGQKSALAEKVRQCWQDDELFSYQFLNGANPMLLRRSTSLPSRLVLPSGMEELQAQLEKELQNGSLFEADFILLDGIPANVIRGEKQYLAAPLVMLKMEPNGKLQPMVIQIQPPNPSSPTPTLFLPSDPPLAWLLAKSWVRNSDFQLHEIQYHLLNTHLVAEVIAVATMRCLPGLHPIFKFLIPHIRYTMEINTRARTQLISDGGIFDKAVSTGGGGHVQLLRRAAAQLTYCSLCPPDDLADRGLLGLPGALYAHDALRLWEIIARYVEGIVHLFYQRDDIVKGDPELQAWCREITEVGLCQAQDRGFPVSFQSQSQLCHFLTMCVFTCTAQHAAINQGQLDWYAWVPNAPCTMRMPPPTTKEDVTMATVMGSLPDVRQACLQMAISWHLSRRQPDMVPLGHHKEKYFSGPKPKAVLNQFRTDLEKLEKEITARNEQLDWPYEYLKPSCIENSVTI
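Hydroperoxide product was detected by ferrous iron/xylenol orange as the 573 to 405 nm absorbance ratio. Arachidonic acid at 40 uM (final) was turned over for 30 min at room temperature by 150 nM human 12hLO, pH 7.0 Hepes buffer, after 15 min compound preincubation.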
* marks the source's active call; other numbers are inactive results; ? = inconclusive; [ ] = remark or other dose. % is scaled to controls: 0 for no effect and ±100 for the full control effect; potency is read from the fitted curve at half-maximal effect. A portion of the library (hit frequency here may not be typical).

SMILES	ALOX12 inh
O=C(c1n[nH]c2c1CCCC2)N1CCC2(CC1)NC(=O)N(c1ccccc1)N2	?
Cc1ccccc1S(=O)(=O)N1C(c2ccc(Cl)cc2)CC=C(C(=O)O)C1c1cccc(Cl)c1 (stereo not drawn)	?
CC(=NOC(=O)c1ccc(F)cc1)c1nccs1	26%
CC(=O)N1CCN(c2cc(-c3noc([C@@H]4CCCN4Cc4ccccc4C)n3)ccn2)CC1	6%
COc1cc2c(cc1OC)CN(Cc1cc(=O)c(OCc3ccc(Cl)cc3Cl)co1)CC2	?
CN1CC(=O)N(C2CCC2)Cc2c(NCCc3ccc(Cl)cc3)ncnc21	0%
Cc1nn(Cc2cc(=O)oc3c(C)c(O)ccc23)c(=O)c(C#N)c1C	3%
COc1ccc(/C(C)=N/N=C(\C)c2ccc(OC)c(Br)c2)cc1Br	24%
CC1(C(=O)NS(=O)(=O)c2ccc3ccccc3c2)CCN1C(=O)Cc1ccc(Cl)cc1Cl (stereo not drawn)	-39%
CC(C)CNc1nc2c(c(=O)n(Cc3ccc(Cl)cc3)c(=O)n2C)n1C	-3%
COc1ccc(S(=O)(=O)N2C[C@@H](O)COC[C@@H]3O[C@H](CC(=O)NCCCN4CCOCC4)CC[C@H]32)cc1	-9%
CCCn1nc(C(=O)NCCOc2cccc(C)c2)c2ccccc2c1=O	-21%
COc1ccc(CN2C[C@H](O)C[C@H]2c2nc(CS(=O)(=O)c3ccc(F)cc3)no2)cc1	16%
O=C(Cc1c(F)cccc1Cl)N1CCN(c2cc(-c3cccs3)[nH]n2)CC1	12%
COC(=O)C1=C(C)N(Cc2ccc(Cl)cc2)C(=S)NC1c1ccc(OC)cc1 (stereo not drawn)	40µM*
COc1ccc(C2(C(=O)N3CCOCC3)CCOCC2)cc1	6%[6.33 µM]
Cc1nnc(N2CC[C@H](N3CCOCC3)[C@H](CCC(=O)O)C2)c2ccccc12	8%
COC(=O)C1=C(C)N(Cc2cccc(C(F)(F)F)c2)C(=NCc2ccc(OC)cc2)NC1c1cccc(F)c1 (stereo not drawn)	?
Cc1oc(C(C)C)cc1C(=O)N1CCC2(CC1)C(C(=O)O)CC(=O)N2C (stereo not drawn)	21%
CCc1ccc(C(=O)NCc2ccc(C#N)cc2)o1	?
Cn1nc(C2CCN(C(=O)c3cccnc3)CC2)c2c1CCOC2	42%[activator]
CCN(c1ccccc1)S(=O)(=O)c1ccc(OC)c(NC(=O)c2ccco2)c1	11%
CC(NC(=O)Cn1nc(-c2ccc(F)cc2)oc1=O)c1ccc2c(c1)CCCC2 (stereo not drawn)	?
O=C(CCC1CCN(C(=O)[C@@H]2C[C@@H]3C=C[C@H]2C3)CC1)Nc1ccc2c(c1)OCCO2	18%
Cc1ccc(C)c(NC(=O)C(c2ccccc2)N2CCN(C(=O)C3CC3)CC2)c1 (stereo not drawn)	-6%
CCCCN(C)C(=O)c1csc(N2CCN(c3ccccc3)CC2)n1	10%
CN1CCN(/C=C/C(=O)C(F)(F)F)CC1	5%
CCCCNC(=O)N1CCc2c(c3cc(F)ccc3n2C)C1	82%[activator]
CN1C(=O)C2(CCN(C(=O)c3cc4c(s3)CCCC4)CC2)c2ccccc21	12%
Cc1ccsc1/C=C(/C#N)C(N)=S	?
N=C(N)c1cccc(N)c1	?
Cc1cnc(CC2CCN(S(=O)(=O)c3ccc(C#N)cc3)C2)n1Cc1ccccc1 (stereo not drawn)	28%
CCOc1ccc(N2C(=O)c3cc(-c4ccco4)nn3CC2(C)C(=O)NC2CCCCC2)cc1 (stereo not drawn)	?
COc1ccc(NC(=O)C2Cc3c(-c4ccncc4)ccnc3O2)cc1OC (stereo not drawn)	-13%
O=C1CCN(S(=O)(=O)c2ccccc2)CCCN(C(=O)CN2CCOCC2)CCN1	28%
Cc1cccc(C(=O)N(Cc2ccncc2)C2CC2)c1	-4%
CCc1cc(Nc2ccc(OC)cc2)n2ncnc2n1	0%
CC(=O)c1ccc(NC(=O)O[C@@H]2CO[C@H]3[C@@H]2OC[C@@H]3NS(=O)(=O)c2ccc(Cl)cc2)cc1	?
Cc1noc(C)c1-c1cc2cc(C(C)C)oc2c(N2CCS(=O)(=O)CC2)n1	23%[176 µM]
COc1ccc(C(=O)CSC#N)cc1	-21%
CC(C)NC(=O)CNC(=O)c1nc(-c2ccc3cc[nH]c3c2)no1	14%
CCCCOc1ccc(Oc2ccc(C#N)c(C#N)c2)cc1	3%
O=C(CCC1CCCC1)N1CCCC(Cc2nc(C3CCOCC3)no2)C1 (stereo not drawn)	8%
Cc1cc(C)n(CCC(=O)NCCc2noc(-c3ccccc3)n2)n1	16%
O=C1Cc2c(-c3ccccc3Cl)n[nH]c2CN1CC1CC1	?
Cc1ccc(C(=O)N2CCc3sc(C(=O)O)cc3C2)cc1	?
COC(=O)c1cc(NC(=O)c2ccc(OC(F)F)c(OC)c2)c(F)cc1F	?
CCc1[nH]c2c(CNC(=O)c3n[nH]c4c3CCC4)cc(C)cc2c1C	93%[activator]
CC(=O)Nc1cc(-c2ccc(F)cc2)cn2c(-c3ccc(F)cc3)cnc12	?
CN(Cc1ccc(-c2ccccc2)cc1)C(=O)c1cccc(Cl)c1	-4%[176 µM]

A draw from above in order of formula weight, rising:
SMILES	ALOX12 inh
N=C(N)c1cccc(N)c1	?
O=C(c1n[nH]c2c1CCCC2)N1CCC2(CC1)NC(=O)N(c1ccccc1)N2	?
COC(=O)C1=C(C)N(Cc2ccc(Cl)cc2)C(=S)NC1c1ccc(OC)cc1 (stereo not drawn)	40µM*
CC1(C(=O)NS(=O)(=O)c2ccc3ccccc3c2)CCN1C(=O)Cc1ccc(Cl)cc1Cl (stereo not drawn)	-39%

More results follow.
SMILES	ALOX12 inh
COc1cccc(CN2CCCC(O)(CN3CCC(C)CC3)C2=O)c1 (stereo not drawn)	12%
CC(=O)N(C)CCc1noc(C2CN(C(=O)c3c(C)noc3C)C2)n1	25%
CSc1ccccc1NC(=O)C1(C)CCN1C(=O)Cc1ccc(Cl)cc1Cl (stereo not drawn)	9%
CC(C)(C)CC(=O)Nc1nc2c(s1)C[C@@H]1[C@](C)(CO)[C@H](O)CC[C@@]1(C)[C@@H]2CC(=O)O	8%[176 µM]
COc1ccc(-c2cc(N3CCCN(C(=O)c4nn(C)c5ccccc45)CC3)n[nH]2)cc1	40%[activator]
CC(C)(C)S(=O)N1Cc2cc(C(=O)NCCCN3CCOCC3)nc(-c3cccc(-c4cc5ccccc5o4)c3)c2[C@H]1CCO (stereo partly drawn)	2%
Cc1cc(C)c([S+](=O)([O-])c2nnn3c2nc(N2CCOCC2)c2ccccc23)c(C)c1	5%[6.33 µM]
OC1(Cn2ccnc2)CCN(c2nccc(-c3cccnc3)n2)CC1	35%[activator]
COC(=O)CC(NC(=O)c1cc(C)nc2c1cnn2C(C)C)c1ccc(Br)cc1 (stereo not drawn)	?
CCOC(=O)N1CCC(Nc2ncncn2)CC1	33%[activator]
OC[C@@H]1CN(Cc2ccc(F)cc2)C[C@H](n2cnc3c(N4CCCC4)ncnc32)O1	-6%
O=C(c1ccccc1F)N1CC(Oc2ccc(F)cc2F)C1	8%[6.33 µM]
Cc1cccnc1CN(C)c1ccc(C(=O)NCc2noc(C(C)C)n2)cn1	126%[activator]
c1ccc(CN2CCNc3cc(NCc4cccnc4)ncc3C2)cc1	2%[176 µM]
CC(=O)Nc1cccc(NC(=O)COC(=O)c2cc3ccccc3[nH]2)c1	?
C=C(C)COc1ccc2c(=O)c(Oc3ccc(C(=O)OCC)cc3)coc2c1	7%
CC(C)=CC(=O)NCCSc1ccccc1	8%
CCc1nc2c(c(-c3ccc(Cl)cc3)n1)CN(Cc1ccc(F)cc1)CC2	3%
OC[C@@H]1CN(C2CCCC2)C[C@H](n2cnc3c(NC4CCC4)ncnc32)O1	8%
CC(=O)Nc1ccc(NC(=O)C2Cc3c(-c4ccco4)ccnc3O2)cc1 (stereo not drawn)	-15%
Cc1c(C#N)c(NC(=O)CSc2nnnn2C2CCCCC2)n(CC2CCCO2)c1C (stereo not drawn)	?
CN1C(=O)CCCCC1C(=O)N1CCc2ccccc2C1 (stereo not drawn)	12%
COc1ccc(C(=O)N[C@@H]2CCC[C@@H]2C(=O)N2CCCC2)cc1	-9%
C[C@]1(O)CCN(C(=O)c2cnn3cc(CCO)cnc23)C[C@@H]1O	60%[activator]
O=C(C1=C(c2ccccc2)S(=O)(=O)CCO1)N(Cc1cccs1)c1ccccn1	3%
CC(C)c1noc(CN(C)C(=O)c2cc(-c3cnn(C)c3)nc3ccccc23)n1	4%
CN(C)C[C@@H]1CN(C)C[C@H]1NC(=O)c1ccc(Br)cc1	17%
Cc1ccc(CNC(=O)N2CCC(CC(=O)NC3CC3)C2)cc1 (stereo not drawn)	49%[activator]
COCC(=O)N[C@H]1[C@H](O)[C@H](O)C[C@@H]1c1ccccc1C	16%[176 µM]
O=C(NC1CC1)C(Sc1ccc2ccccc2c1)c1ccc(F)cc1 (stereo not drawn)	-59%
O=C1CSc2ccc(C(=O)OCC(=O)c3c[nH]c4ccccc34)cc2N1	?
O=C(CC1CCCC1)NCCS(=O)(=O)N1CCN(c2ccccc2)CC1	6%
COCCCNC(=O)c1c(OCC2CC2)cc(=O)n2c1CCCCC2	59%[activator]
N#Cc1ccccc1COc1ccccc1	-9%
OCC(Cc1ccco1)Cn1ccnc1-c1ccccn1 (stereo not drawn)	55%[activator]
O=C(Cc1ccccc1F)N1CCCN(c2cc(-c3ccc(Cl)cc3)[nH]n2)CC1	31%[activator]
COC(=O)c1ccc(C(=O)N2CCCCCC2(C)C(=O)NC(C)C)cc1 (stereo not drawn)	8%
Brc1ccc(-c2ccnc3ncnn23)s1	5%
CC1(C)[C@H](Cc2cc(CN3CCN(c4ccccc4)CC3)on2)C[C@@H]1NC(=O)NCc1ccccc1	?
Cn1nccc1CN1CCc2nc(C3CC3)nc(-c3ccc(O)cc3)c2C1	67%[activator]
CCCn1c(SCC(=O)O)nc2c1c(=O)[nH]c(=O)n2C	-10%
O=C(Cn1cccc1-c1nc(-c2ccc3c(c2)OCO3)no1)Nc1ccc(Cl)cc1F	-1%
Cc1ccc(C(C)NC(=O)CN2C(=O)NC3(CCCCC3)C2=O)cc1 (stereo not drawn)	1%
COc1ccc(NC(=O)N2CCC(O)(c3csc(CN4CCc5ccccc5C4)n3)CC2)cc1	106%[activator]
COc1ccc(C(CC(=O)NCc2ccccc2)Sc2n[nH]c(-c3ccc(F)cc3)n2)cc1 (stereo not drawn)	0%
Cc1nnsc1CN(C)C(=O)Cn1nc(C)n(Cc2ccccc2)c1=O	14%
O=C(CCC1CCN(C(=O)c2ccccc2Cl)CC1)NC1CCS(=O)(=O)C1 (stereo not drawn)	40%[activator]
Cc1cc(C2CCCN2C(=O)c2cc(F)ccc2F)on1 (stereo not drawn)	54%[activator]
CCC1Oc2ccc(NC(=O)c3c(F)cccc3F)cc2CN(CCc2ccc(F)cc2)C1=O (stereo not drawn)	15%
O=C(COC(=O)c1cc(S(=O)(=O)N2CCOCC2)ccc1Cl)NC1CCCCC1	6%
(next part)
SMILES	ALOX12 inh
CN(C)CC1(O)CCC2(CCN(C(=O)c3ccsc3)CC2)CC1	54%[activator]
CC(=O)c1ccccc1NC(C(=O)Nc1ccc2c(c1)OCCO2)c1cccs1 (stereo not drawn)	-1%
CCOc1ccc(C(=O)Nc2ccc(N3CCN(C(=O)c4ccc(C)cc4)CC3)cc2)cc1	?
COc1ccc(-c2coc3cc(OC(=O)c4ccco4)ccc3c2=O)cc1	-23%
O=S(=O)(c1ccc(Oc2cccc(Br)c2)nc1)N1CCCC1	7%
COc1ccc2c(CN3CCCCCCC3)cc(=O)oc2c1	0%
CC(C)(Oc1nn(CCN2CCOCC2)c2ccccc12)C(=O)NCCCn1ccnc1	33%[activator][176 µM]
COc1cccc(N2C(=O)c3cc4occc4n3CC2(C)C(=O)NC2CCCCCC2)c1 (stereo not drawn)	?
Cc1ccc(OCn2ccc(C(=O)NCc3ccn(C)n3)n2)c(C)c1	-1%
CCCC(=O)N1CCC1(C)C(=O)Nc1cccc(OC(C)C)c1 (stereo not drawn)	10%
COC(=O)c1cc(-c2ccco2)nc2c(Cl)cccc12	22µM*
CC(=O)N1CCc2nn(CC(=O)Nc3ccc(C(F)(F)F)cc3)c(=O)cc2C1	31%
CC(C)CC(=O)NC1CCN(c2cnn(Cc3ccccc3)c(=O)c2)CC1	9%
O=C(Cn1cc(Br)c(=O)[nH]c1=O)N1CCC(C(=O)N2CCCCC2)CC1	14%
Cc1nn2c(c1-c1ccccc1-c1ccccc1)N(C(=O)CN1CCOCC1)CCC2	-29%[176 µM]
O=C1Nc2cccc3c2N(CCC3)C2=C1CCC2	-9%
Cc1ccc(C)c(NC(=O)CC(C)(C(=O)O)c2ccccc2)c1 (stereo not drawn)	-14%

Among those listed so far, twelve have an NH in an aromatic ring:
SMILES	ALOX12 inh
O=C(c1n[nH]c2c1CCCC2)N1CCC2(CC1)NC(=O)N(c1ccccc1)N2	?
O=C(Cc1c(F)cccc1Cl)N1CCN(c2cc(-c3cccs3)[nH]n2)CC1	12%
CC(C)NC(=O)CNC(=O)c1nc(-c2ccc3cc[nH]c3c2)no1	14%
O=C1Cc2c(-c3ccccc3Cl)n[nH]c2CN1CC1CC1	?
CCc1[nH]c2c(CNC(=O)c3n[nH]c4c3CCC4)cc(C)cc2c1C	93%[activator]
COc1ccc(-c2cc(N3CCCN(C(=O)c4nn(C)c5ccccc45)CC3)n[nH]2)cc1	40%[activator]
CC(=O)Nc1cccc(NC(=O)COC(=O)c2cc3ccccc3[nH]2)c1	?
O=C1CSc2ccc(C(=O)OCC(=O)c3c[nH]c4ccccc34)cc2N1	?
O=C(Cc1ccccc1F)N1CCCN(c2cc(-c3ccc(Cl)cc3)[nH]n2)CC1	31%[activator]
CCCn1c(SCC(=O)O)nc2c1c(=O)[nH]c(=O)n2C	-10%
COc1ccc(C(CC(=O)NCc2ccccc2)Sc2n[nH]c(-c3ccc(F)cc3)n2)cc1 (stereo not drawn)	0%
O=C(Cn1cc(Br)c(=O)[nH]c1=O)N1CCC(C(=O)N2CCCCC2)CC1	14%

Assay outcomes: PubChem, National Center for Advancing Translational Sciences (NCATS)
